# IDE act: activators of human insulin-degrading enzyme in cells; HEK cells, FAbeta-B cleavage, fluorescence polarization; 0% vehicle, 100% cell-free pure enzyme wells; P14735; 0.073% of 340,000 active; activation, % at 5.96 µM;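 active = activation above the mean of all tested compounds plus 3 SD, set per screening campaign, cut at about 17% in these data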
# VIM-2 inh: blocks Pseudomonas aeruginosa VIM-2 metallo-beta-lactamase; inhibition, % at 5.6 µM; 0.89% of 290,000 active; purified VIM-2, nitrocefin hydrolysis, epi-absorbance fluorescence;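 active = inhibition above the mean of all tested compounds plus 3 SD, cutoff set per screening run, cut at about 7.5% in these data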;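 also: red hydrolysis product quenches plate fluorescence so inhibitors raise well fluorescence; 0% = enzyme with DMSO and 100% = DMSO without enzyme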
# PfM18AAP inh: PfM18AAP enzyme inhibition; recombinant PfM18AAP, H-Glu-NHMec fluorogenic cleavage; inhibition, % at 7.35 µM; 1.2% of 290,000 active;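 active = inhibition above the campaign mean inhibition over all tested compounds plus 3 SD, cut at about 28% in these data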;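 also: 0% = plate median of test compound wells and 100% = 2 mM ZnCl2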
# SUMO HTRF inh: inhibitors of human SUMOylation (UBC9); HTRF SUMOylation assay, SAE1/SAE2 + UBC9, in vitro; inhibition, % at 35 µM; 0.36% of 290,000 active; in the data active = inhibition above about 50%, passing the limit was not always enough; also: strong numbers were not always called active
# Target sequence (P63279 whole entry, looked up): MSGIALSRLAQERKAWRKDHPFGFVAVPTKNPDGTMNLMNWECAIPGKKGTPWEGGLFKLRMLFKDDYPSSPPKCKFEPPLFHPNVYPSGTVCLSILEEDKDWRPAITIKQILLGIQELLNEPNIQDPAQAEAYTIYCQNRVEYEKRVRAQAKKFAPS
# IDE cell inh: cellular human IDE inhibition. 0.41% of 320,000 active. HEK cells, FAbetaB cleavage, fluorescence polarization. inhibition, % at 5.59 µM;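 active = percent inhibition above the average of all tested compounds plus 3 SD, set per screening campaign, cut at about 16% in these data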;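 also: IDE supplied by intact live HEK cells; FP after avidin binding of uncleaved biotin substrate so inhibition keeps polarization high; 0% = DMSO wells and 100% = 60 µM reference IDE inhibitor Ii1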
# IMP-1 inh: inhibitors of Pseudomonas aeruginosa IMP-1 metallo-beta-lactamase; purified IMP-1, nitrocefin hydrolysis, epi-absorbance fluorescence; inhibition, % at 5.6 µM; 0.45% of 290,000 active; AID 1556;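 active = inhibition above the mean plus 3 SD of all compounds in the same screening run, cut at about 4.5% in these data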;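 also: 0% = IMP-1 with DMSO and 100% = DMSO wells lacking enzyme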
#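 System: Purified IMP-1 | Read-out basis: Percent enzyme inhibition | Controls: IMP-1 with DMSO as 0%, enzyme-free DMSO as 100% | Replicates: One well per compound | Doses: 5.6 µM nominal single concentration | Detection: Epi-absorbance fluorescence, 480 nm excitation, 530 nm emission | Incubation: 25 °C, 15 min preincubation, 25 min reaction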
# NS3 helicase inh: HCV NS3 helicase inhibition; NS3 helicase DNA unwinding, Cy5 molecular beacon fluorescence; inhibition, % at 10.9 µM; 0.56% of 290,000 active; AID 1800;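 active = inhibition above the mean of all tested compounds plus 3 SD, set per campaign, cut at about 35% in these data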;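 also: 0% = DMSO wells and 100% = thioflavine S control wells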
#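 Material: hepatitis C virus NS3 helicase domain fragment enzyme; measured by: Cy5 fluorescence, 0 and 60 min reads; control set: DMSO and thioflavine S; incubation: 60 min unwinding reaction at 25 °C after ATP addition; read-out basis: % inhibition from 60/0 min fluorescence ratio, DMSO 0%, thioflavine S 100%; repeats: singlicate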
# DNA FID counter: counter-screen for HCV NS3 helicase inhibitors: DNA intercalator displacement | AID 1845 | 0.17% of 290,000 active | DNA fluorescent intercalator displacement, fluorescence | inhibition, % at 7.9 µM; in the data active = inhibition above about 37%;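 also: 0% = vehicle and 100% = reference compound; higher means more ethidium bromide displaced from hairpin DNA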
# pCIP destab: lowers stability of the mouse p/CIP coactivator protein. AID 1984. Q05BA5. 0.01% of 290,000 active. F442A p/CIP-EGFP cells, EGFP fluorescence, 16 h. decrease of EGFP signal, % at 10 µM;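 active = EGFP signal decrease of at least 30% at 10 µM or well 3 SD below plate mean, unless failing retest; inactive = the rest, including hits failing retest or dose response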; also: some compounds called inactive have numbers as strong as hits; many of its hits are not listed in these tables
# * marks the source's active call; other numbers are inactive results; nt = no result given. A portion of the library; rates above refer to the full screens.
(1) COc1c(/C=C2/C(=O)NC(=O)N(C)C2=O)c(CCN(C)C(=O)c2ccccc2)cc2c1OCO2
(2) O=C1Nc2cc(C(=O)N3CCC4(CC3)OCCO4)ccc2NC1CSCc1cccc(F)c1 (stereo not given)
(3) COC(=O)Cn1cc(C=C2C(=O)N(C)C(=O)N(C)C2=O)c2ccccc21
(4) CN(C)c1nc(N(C)C)nc(N(C#N)CCCl)n1
(5) O=C1CSC2(CN3CCC2CC3)N1 (stereo not given)
(6) CC(N)Cc1c[nH]c2c1ccc1ccccc12 (stereo not given)
(7) COc1cc([C@@H]2c3cc4c(cc3[C@@H](OC)[C@H]3COC(=O)[C@H]23)OCO4)cc(OC)c1O
(8) C[C@@H]1C2C[C@@]34COC(=O)C3=CC=C[C@H]4[C@@]13C[C@H](c1ccoc1)O[C@@H]3O2

screen / no.	1	2	3	4	5	6	7	8
IDE act	1	nt	nt	6	1	1	6	nt
VIM-2 inh	-0.9	-0.5	3.4	-2.6	-2.8	-3.5	nt	-0.3
PfM18AAP inh	10	-6	18	-148	0	30*	nt	3
SUMO HTRF inh	10	nt	-2	-2	-1	-16	15	9
IDE cell inh	8	4	4	0	4	3	2	7
IMP-1 inh	-1.1	-2.5	0.0	-3.5	-4.9	-2.6	nt	0.6
NS3 helicase inh	20	0	12	7	-1	-19	nt	6
DNA FID counter	-13	-28	-1	-6	-3	8	nt	-4
pCIP destab	-12	-5	16	-18	0	4	-29	-7

(9) O=P(Nc1cccnc1)(Oc1ccccc1Cl)Oc1ccccc1Cl
(10) Cc1ccccc1NC1=NCC(C)S1 (stereo not given)
(11) Cc1cc(OC(=O)N(C)C)n(-c2ccccc2)n1
(12) CN(C)CCn1cnc2ccccc21
(13) COc1ccc(C(O)P(=O)(OC(C)C)OC(C)C)cc1 (stereo not given)
(14) COc1ccc(CC2(CCc3ccncc3)C(=O)NC(=O)NC2=O)cc1
(15) O=C1NC(=O)N(c2ccc3c(c2)OCO3)C(=O)/C1=C/c1cccs1
(16) CCN1CCN(Cc2cc(Br)cc(Br)c2O)CC1

screen / no.	9	10	11	12	13	14	15	16
IDE act	4	4	-1	1	1	5	-1	0
VIM-2 inh	-0.5	0.5	-1.1	-1.4	-0.6	-3.2	0.0	-5.8
PfM18AAP inh	-9	8	-1	-8	-6	0	16	7
SUMO HTRF inh	2	13	10	7	15	5	12	-6
IDE cell inh	-1	-3	3	-1	-6	6	6	3
IMP-1 inh	-0.2	-1.0	-1.7	-2.7	-0.8	-1.9	-2.0	-1.4
NS3 helicase inh	-10	-13	1	-32	6	-6	8	-2
DNA FID counter	-19	5	-3	-5	-3	-5	-26	6
pCIP destab	-12	-4	6	-10	6	0	-6	2

# Continued; it opens with the four that closed the last part.
(13) COc1ccc(C(O)P(=O)(OC(C)C)OC(C)C)cc1 (stereo not given)
(14) COc1ccc(CC2(CCc3ccncc3)C(=O)NC(=O)NC2=O)cc1
(15) O=C1NC(=O)N(c2ccc3c(c2)OCO3)C(=O)/C1=C/c1cccs1
(16) CCN1CCN(Cc2cc(Br)cc(Br)c2O)CC1
(17) COc1cc(CC2C(=O)N(C)C(=O)N(C)C2=O)ccc1OCc1ccccc1
(18) CC1CCCC(NC(=O)COC(=O)Cc2ccccc2)C1C (stereo not given)
(19) COc1ccc(C(O)c2ccccc2OP(=O)(N(C)C)N(C)C)cc1 (stereo not given)
(20) O=C(CCCCCn1c(=S)[nH]c2ccccc2c1=O)N1CCC2(CC1)OCCO2
(21) CN(C)CC#CCn1c2ccccc2c2ccccc21
(22) Brc1ccc(CN2CCNCC2)s1
(23) O=C1CN=C(c2ccccc2)c2cc(Br)ccc2N1
(24) CCc1nnc(NS(=O)(=O)c2ccc(N=Cc3c(O)n(-c4ccccc4)c(=O)[nH]c3=O)cc2)s1

screen / no.	13	14	15	16	17	18	19	20	21	22	23	24
IDE act	1	5	-1	0	2	1	-3	0	nt	1	3	5
VIM-2 inh	-0.6	-3.2	0.0	-5.8	-2.4	-3.9	0.5	-4.5	-1.7	-0.5	0.3	-2.7
PfM18AAP inh	-6	0	16	7	3	3	-3	8	-1	0	-12	1
SUMO HTRF inh	15	5	12	-6	7	10	-3	11	3	-2	8	15
IDE cell inh	-6	6	6	3	5	-2	-3	8	3	1	-2	0
IMP-1 inh	-0.8	-1.9	-2.0	-1.4	-3.5	-3.5	0.8	-3.6	-1.1	1.6	0.5	-1.5
NS3 helicase inh	6	-6	8	-2	-2	5	7	2	-36	-2	-6	13
DNA FID counter	-3	-5	-26	6	-4	-13	-14	-27	12	-3	-16	-11
pCIP destab	6	0	-6	2	-2	-6	-5	1	-6	0	-1	-12

(25) COc1cc(C)cc(CN2CC=C(c3ccccc3)CC2)c1O
(26) O=C1C(c2ccccc2)=C(N2CC2)c2ccccc21
(27) O=C(NC1CN2CCC1CC2)c1cc(Cl)c([N+](=O)[O-])c2nc[nH]c12 (stereo not given)
(28) O=C(c1ccccc1F)N1CCC2(CC1)OCCO2
(29) O=C1NC(=O)N(Cc2ccc(F)cc2)C(=O)/C1=C/c1cccs1
(30) CCOC(=O)c1c(C)n(C(C)C)c2ccc(OC(=O)c3ccc(N4C(=O)CCC4=O)cc3)cc12
(31) Cn1c(O)c(C=NC2CCN(Cc3ccccc3)CC2)c(=O)[nH]c1=O
(32) COc1cc(CN=C(C)c2c(O)n(C)c(=O)n(C)c2=O)cc(OC)c1

screen / no.	25	26	27	28	29	30	31	32
IDE act	0	3	7	1	-2	5	-2	-2
VIM-2 inh	-2.5	-1.9	10*	-3.4	1.7	-0.2	-2.4	-0.2
PfM18AAP inh	14	1	2	-1	-5	1	-8	-2
SUMO HTRF inh	-8	-16	19	-2	19	-10	30	3
IDE cell inh	4	-1	1	5	2	2	-3	10
IMP-1 inh	0.5	-2.8	-1.9	-3.0	1.0	-0.5	-0.2	-2.6
NS3 helicase inh	-16	-16	-8	12	3	-19	-12	2
DNA FID counter	-6	4	22	-4	-6	-37	-2	-11
pCIP destab	-12	-1	-2	-11	2	-7	-4	1

(33) CCN1CCN(c2nc3c(c(=O)[nH]2)CCCC3)CC1
(34) CCOc1cc2c(cc1OCC)-n1cccc1C(c1cccc([N+](=O)[O-])c1)NC2 (stereo not given)
(35) COC(=O)CCCNC(=O)CN1CC(c2ccccc2)CC1=O (stereo not given)
(36) Cc1nc2ccccc2c(=O)n1-c1cccnc1
(37) CCCCOc1ccc(C(C)=O)cc1Cc1c(O)[nH]c(=S)[nH]c1=O
(38) CN1CCN(c2ncnc3c2cnn3C)CC1
(39) CCC/C(=N\O)c1c[nH]c2ccccc12
(40) C=CC1CN2CCC1CC2C(OC(C)=O)c1ccnc2ccc(OC)cc12 (stereo not given)

screen / no.	33	34	35	36	37	38	39	40
IDE act	4	-3	4	5	2	nt	2	-2
VIM-2 inh	-3.0	-1.7	-2.9	-4.0	-1.7	-3.1	-1.1	-3.5
PfM18AAP inh	-5	5	5	4	3	6	-14	1
SUMO HTRF inh	20	-8	8	10	-4	6	24	8
IDE cell inh	4	7	7	2	-1	-2	-7	-6
IMP-1 inh	-3.4	-1.6	-4.3	-1.6	-2.8	-4.0	-2.5	-1.8
NS3 helicase inh	3	-14	9	-9	16	2	-5	-13
DNA FID counter	-5	22	-4	3	-8	-3	0	1
pCIP destab	0	-18	-14	-4	-7	-11	2	-4

(41) Cc1cccn2c(NCC3CCCO3)c(C(C)C)nc12 (stereo not given)
(42) COc1ccc2c(CCN)c[nH]c2c1
(43) COc1ccc(/C=C2\C(=O)NC(=S)N(C)C2=O)cc1C
(44) O=c1[nH]c(=S)n(Cc2ccc(F)cc2)c(O)c1C=NCC1CCCO1 (stereo not given)
(45) c1ccc2nc(OCCN3CC3)ccc2c1
(46) CCCOP(=O)(OCCC)C(NC(=O)c1ccccc1)=C(Cl)Cl
(47) CCOC(=O)CC(NC(=O)C(Cc1ccc(N(CCCl)CCCl)cc1)NC(C)=O)C(=O)OCC (stereo not given)
(48) O=C(C(=O)N1CCOCC1)c1cn(CCCOc2ccccc2)c2ccccc12

screen / no.	41	42	43	44	45	46	47	48
IDE act	2	7	3	3	nt	5	1	-1
VIM-2 inh	-2.5	-5.1	2.4	-3.2	-1.3	-0.2	0.1	-0.9
PfM18AAP inh	6	4	-12	3	-2	-2	-5	-1
SUMO HTRF inh	12	5	20	13	12	-4	16	13
IDE cell inh	-2	2	3	10	1	9	11	1
IMP-1 inh	-3.6	-6.2	2.1	-4.4	-2.8	-0.2	-2.7	-1.3
NS3 helicase inh	5	-3	3	15	-19	3	0	-5
DNA FID counter	6	3	2	-18	-6	-7	1	-28
pCIP destab	-11	-5	-10	-11	0	3	-17	0

(49) CCCCn1c(=O)c(C=Nc2ccc(Cl)cc2)c(O)n(Cc2ccco2)c1=O
(50) COc1ccc(OCC#CCN2CCC(C)CC2)cc1
(51) CCc1nn(CC(=O)N2CCC3(CC2)OCCO3)c(=O)c2cccn12
(52) Cc1ccc(CN2CCN(Cc3ccccc3)CC2)cc1
(53) Cc1cccnc1NC1=NCC(C)S1 (stereo not given)
(54) C[C@]12CCC(=O)CC1CCC1C2CC[C@]2(C)C(OC(=O)CCC(=O)O)CCC12 (stereo not given in full)
(55) FC(F)(F)c1cccc(C2NCc3ccccc3-n3cccc32)c1 (stereo not given)
(56) CCOC(=O)C(NC(C)=O)C(OC(C)=O)c1cccc(N(CCCl)CCCl)c1 (stereo not given)

screen / no.	49	50	51	52	53	54	55	56
IDE act	-4	-1	1	3	6	7	4	2
VIM-2 inh	-4.5	0.4	1.1	-4.2	-5.0	-0.3	-1.2	-0.6
PfM18AAP inh	4	-13	-5	-7	1	-10	-2	8
SUMO HTRF inh	-9	0	nt	12	7	20	-6	-9
IDE cell inh	-4	-2	1	5	-1	-1	-1	-8
IMP-1 inh	-0.7	0.1	-1.0	-0.9	-1.3	-0.6	-1.9	-1.9
NS3 helicase inh	36	-9	-1	-2	-3	0	-28	-4
DNA FID counter	-32	0	-17	15	-2	-38	9	-3
pCIP destab	-4	6	-6	-7	9	-3	-13	0

(57) COc1cccc(-n2c(O)c(C=NCCN3CCNCC3)c(=O)[nH]c2=S)c1
(58) COc1ccc(OC)c(C(O)C2CCCCN2)c1 (stereo not given)
(59) O=C1CC(=O)N(c2ccc(Cl)cc2Cl)C(=O)N1
(60) CCCC1C(C#N)=C(N)Oc2c1c(=O)oc1ccccc21 (stereo not given)
(61) O/N=C/c1c[nH]c2ccccc12

screen / no.	57	58	59	60	61
IDE act	1	5	-1	3	5
VIM-2 inh	-4.0	-2.9	-3.2	-1.3	-1.7
PfM18AAP inh	9	0	-5	3	-2
SUMO HTRF inh	6	-3	-7	2	-2
IDE cell inh	-1	5	2	0	1
IMP-1 inh	-2.0	-1.7	-2.4	-5.8	-0.9
NS3 helicase inh	-8	-8	26	-1	-9
DNA FID counter	-6	2	-9	0	2
pCIP destab	-9	-6	-11	-3	4
